K1F lysis inhibition: inhibition of K1F phage lysis, E. coli UTI89, bacterial capsule biogenesis inhibitors, alamar blue (AID 488966); E. coli UTI89 K1F phage lysis, alamar blue, 2 h; higher % means a stronger effect; inhibition, % at 100 µM; hits with a dose series show IC50 in µM; 340,000 tested, 0.02% active;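 active means phage lysis inhibition, versus mean bacterial control, above a set limit; inconclusive means no clear call, values can overlap the other calls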;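 further: capsule biogenesis inhibitors block K1F phage lysis so surviving cells raise fluorescence; higher fluorescence means more inhibition of phage lysis; actives were called in the ten point dose series up to 300 µM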
Dengue-2 NS5 capping: flavivirus cap methylation enzyme inhibition – biochemical, confirmation dose response, primary screen (AID 588689). Dengue-2 NS5 methyltransferase capping enzyme assay, biochemical; higher % means a stronger effect. inhibition, % at 25 µM; hits with a dose series show IC50 in µM. 340,000 tested, 0.3% active; in the data active means a potency from the dose series; inconclusive means inhibition above about 29% without an active follow-up result
Dengue-2 NS5 capping pilot replicate: also measured in Dengue-2 NS5 capping; calls as there; inhibition, %; measured here: pilot screen replicate inhibition
Numbers without * were called inactive; i = inactive; ? = inconclusive; [ ] = dose if it differs, or a comment. The list is partial; rates above refer to the full screens.

SMILES	K1F lysis inhibition	Dengue-2 NS5 capping	others
CC(=O)c1c(C)[nH]c(C(=O)COC(=O)CN2C(=O)C3CCCCC3C2=O)c1C (centres undefined)	0.9%[50 µM]	-2.3%
CCN(CC)S(=O)(=O)c1cc(NS(=O)(=O)c2cccs2)ccc1C	0.9%	-6.6%
Cc1ccc2c(COC(=O)CNS(=O)(=O)c3ccccc3)cc(=O)oc2c1	0.7%[50 µM]	-3.0%
Cc1c(NC(=O)c2cc(-c3ccccc3)nc3ccccc23)c(=O)n(-c2ccccc2)n1C	1.5%	2.7%
CC(C)=N/N=C1/NC(=O)C(c2ccccc2)S1 (centres undefined)	0.5%	-8.9%
COc1cc(C(=O)NC2CCN(C)CC2)ccc1Nc1ncc2c(n1)N(Cc1ccccc1)CCC(=O)N2C	3.6%	-3.3%
CCCCn1c(N)c(N(CC)C(=O)CCNC(=O)c2ccc(Cl)cc2)c(=O)[nH]c1=O	-1.7%	4.3%
CC(C)c1cccc(-c2ccc3c(c2)S(=O)(=O)c2cccc(C(=O)NCc4ccco4)c2C3=O)c1	1.4%	7.2%
O=C1Cc2c([nH]c3ccc(Br)cc23)-c2ccccc2N1	-3.4%	-2.3%
COc1ccc(C=NNC(=O)NN=Cc2ccc(OC)c(OC)c2)cc1OC	-0.3%	-9.6%
COc1ccc(Br)c(C(=O)OCC(=O)N2CCC(Cc3ccccc3)CC2)c1	2.1%[50 µM]	-3.6%
COc1ccccc1NC(=O)CNC(=O)CC12CC3CC(CC(C3)C1)C2	0.7%[50 µM]	-4.6%
Cc1ccc(NC(=O)Cn2c(C)csc2=O)cc1	1.2%[50 µM]	-6.7%
COc1ccc(C(=O)OCC(=O)Nc2cccc(S(=O)(=O)NC3=NCCCCC3)c2)cc1[N+](=O)[O-]	0.2%[50 µM]	2.6%
COc1ccccc1CNC(=O)COC(=O)c1ccc(C(=O)c2ccccc2)cc1	2.1%	10.8%
COc1ccc(-c2noc(CCC(=O)N3CCN(c4ccccc4)CC3)n2)cc1	0.1%	-2.6%
CSCCC(NC(=O)c1ccccc1)C(=O)OCC(=O)NCc1ccco1 (centres undefined)	0.5%[50 µM]	7.4%
Cc1cccc(NC(=O)CSc2cccc[n+]2[O-])c1C	0.9%	-5.4%
COc1ccccc1-c1cccc([C@@H]2C[C@H]3[C@H](CON3C)CN2S(=O)(=O)c2ccccc2C)c1	0.0%	0.7%
Cc1noc(C)c1NC(=O)N(C)C[C@H]1Oc2ccc(NC(=O)c3ccncc3)cc2C(=O)N([C@H](C)CO)C[C@@H]1C	0.4%	-0.3%	Dengue-2 NS5 capping pilot replicate=-0.6
COCCCN(C(=O)c1cc(C)oc1C)c1c(N)n(CC(C)C)c(=O)[nH]c1=O	0.2%[50 µM]	-8.9%
O=C(Nc1ccc(S(=O)(=O)N2CCCC2)cc1)c1ccc(F)cc1	8.3%	4.3%
COc1ccc2nc3ccccc3[n+]([O-])c2c1	6.0%	?
CN(CC(=O)Nc1cccc(S(=O)(=O)N2CCCC2)c1)Cc1ccccc1	0.0%[50 µM]	-1.5%
CN(Cc1ccccc1)S(=O)(=O)c1ccccc1Br	0.0%	-1.9%

The last 2 compounds of the section above lead into the next:
SMILES	K1F lysis inhibition	Dengue-2 NS5 capping	others
CN(CC(=O)Nc1cccc(S(=O)(=O)N2CCCC2)c1)Cc1ccccc1	0.0%[50 µM]	-1.5%
CN(Cc1ccccc1)S(=O)(=O)c1ccccc1Br	0.0%	-1.9%
COc1ccc2sc(-c3ccc(S(C)(=O)=O)cc3)c(C(=O)NCCc3c[nH]c4ccccc34)c2c1	0.8%	-11.2%
CCN(CC(=O)NCc1ccc(F)cc1)CC(=O)Nc1ccc(Br)cc1F	-4.6%	-0.8%
COc1cc(C(=O)N2CCN(S(=O)(=O)c3ccc(Cl)cc3)CC2)ccc1OCC(=O)N1CCOCC1	0.0%[50 µM]	0.4%
C[C@@H]1[C@H]2[C@@H]3CC[C@@H](C3)[C@H]2CN[C@H]1c1cn(Cc2ccccc2)c2ccccc12	0.0%	-1.0%	Dengue-2 NS5 capping pilot replicate=4.8
C=CCOc1ccc(C=CC(=O)c2c(O)c(OC)c(OC)c(OC)c2OC)cc1	i	-1.6%
O=C(Nc1cc(S(=O)(=O)N2CCOCC2)ccc1Cl)c1ccc(=O)[nH]c1	1.4%[50 µM]	-5.9%
CC(C)N(C(=O)[C@H]1C[C@H](CC(=O)NCCc2ccccn2)C(=O)N2CCc3c([nH]c4cc(CCC(=O)N(C)C)ccc34)[C@]12C)C(C)C	0.1%	1.0%	Dengue-2 NS5 capping pilot replicate=1.2
COc1c(O)cc(O)c2c(=O)cc(-c3ccccc3)oc12	7.9%	4.3%
Clc1ccc2c(NCCNC3CCCCC3)ccnc2c1	>150µM*	-6.2%
COc1ccccc1NS(=O)(=O)c1ccc(C(=O)NCC(c2ccc(F)cc2)N2CCOCC2)cc1 (centres undefined)	-0.9%	-8.0%
COC(=O)c1ccccc1S(=O)(=O)NNC(=O)C12CC3CC(CC(C3)C1)C2	-0.3%[50 µM]	0.4%
CCCCSc1nc2c([nH]1)c(=S)n(C)c(=O)n2C	2.5%	2.7%
C[C@H](CO)N1C[C@H](C)[C@H](CN(C)C(=O)Nc2ccc(F)cc2)Oc2c(NC(=O)c3ccc(-c4nccs4)cc3)cccc2C1=O	2.5%	-0.8%
CC(=O)Nc1ccccc1-c1ccccc1[N+](=O)[O-]	9.1%	-10.1%
N#Cc1ccccc1S(=O)(=O)N1CCN(C(=O)c2cn(-c3ccccc3)nc2-c2cccnc2)CC1	0.4%[50 µM]	1.9%
CC(C)(C)S(=O)(=O)N1Cc2cc(CO)cc(CCO)c2[C@H]1CCO	0.3%	-2.6%	Dengue-2 NS5 capping pilot replicate=-7.6
COc1ccc(NC(=O)c2c[nH]c(=O)n(-c3ccc(C)c(C)c3)c2=O)c(OC)c1	0.5%	-0.7%
C[C@]12c3[nH]c4cc(-c5ccco5)ccc4c3CCN1C(=O)[C@@H](CC(=O)NCCN1CCOCC1)C[C@@H]2C(=O)N1CCOCC1	-0.2%	-9.9%	Dengue-2 NS5 capping pilot replicate=-0.3
O=C(CN1C(=O)c2ccccc2S1(=O)=O)Nc1cccc(S(=O)(=O)N2CCCCC2)c1	0.3%[50 µM]	3.7%
Cc1ccc(CNc2ccc(N3CCN(C)CC3=O)cc2)cc1	1.1%	1.6%
Cc1ccc(C(C)C)c(OCC(=O)NNC(=O)C2CSC3(C)CCC(=O)N23)c1 (centres undefined)	0.9%[50 µM]	0.0%
CC(C)NC(=O)N(C)C[C@H]1Oc2ccc(NS(=O)(=O)c3cccs3)cc2C(=O)N([C@H](C)CO)C[C@@H]1C	-1.5%	2.4%
OCC1=C[C@@H](O)[C@@H]2C=CO[C@@H](O[C@@H]3O[C@H](CO)[C@@H](O)[C@H](O)[C@H]3O)[C@H]12	0.1%	-10.2%	Dengue-2 NS5 capping pilot replicate=-4.5
CCN(C(=O)COC(=O)CNC(=O)c1ccc2ccccc2c1)c1c(N)n(Cc2ccccc2)c(=O)[nH]c1=O	0.4%[50 µM]	3.7%
Cc1nc(SCC(=O)NCc2ccc3c(c2)OCO3)nc(C)c1C	0.4%[50 µM]	0.4%

Further results follow.
SMILES	K1F lysis inhibition	Dengue-2 NS5 capping	others
O=C(c1cc(Cl)ccc1O)N1CCN(S(=O)(=O)Cc2ccccc2)CC1	1.0%[50 µM]	-3.0%
CC1C=CC=CC=CC=CC=CC=CC=CC(OC2OC(C)C(O)C(N)C2O)CC2OC(O)(CC(O)CC(O)C(O)CCC(O)CC(O)CC(=O)OC(C)C(C)C1O)CC(O)C2C(=O)O (centres undefined)	1.2%	-4.6%
O=C(COC(=O)C1=NN(c2ccccc2)C(=O)CC1)Nc1nc(-c2ccc(F)cc2)cs1	8.6%	7.8%
Oc1ccccc1C=NN1CCCCCC1	2.0%	-3.9%
O=C(NCCc1cccc(Cl)c1)c1cccc(-n2cnnn2)c1	0.7%[50 µM]	-8.8%
CCOc1ccc(S(=O)(=O)/N=C(/Nc2ccc(C(C)=O)cc2)c2ccccc2)cc1	0.2%	9.7%
COc1ccc(OC)c(/C=C/C(=O)OCC(=O)N2C(C)CCCC2C)c1 (centres undefined)	1.4%	3.9%
Cn1c2ccccc2c(=O)c2c(=O)n(-c3ccc(F)cc3)c(C3CCCCC3)nc21	-0.1%	2.3%
Cc1cc2c(=O)n(C)c(SCC(=O)Nc3ccc(F)cc3)nc2s1	-0.1%	2.2%
CN(Cc1cccc(Cl)c1Cl)C(=O)CCNC(=O)c1ccco1	-0.9%	4.8%
C[C@H](CO)N1C[C@H](C)[C@@H](CN(C)C(=O)Nc2ccc(C(F)(F)F)cc2)Oc2ccc(NS(=O)(=O)c3ccccc3)cc2C1=O	3.2%	-2.5%
COC1C=COC2(C)Oc3c(C)c(O)c4c(O)c(c(CN5CCN(C)CC5)c(O)c4c3C2=O)NC(=O)C(C)=CC=CC(C)C(O)C(C)C(O)C(C)C(OC(C)=O)C1C (centres undefined)	i	96.6µM*
Cn1nc(C(=O)Nc2nc(-c3ccccn3)cs2)c2ccccc2c1=O	1.4%[50 µM]	-2.2%
Cc1cc(C(=O)N2CCc3ccccc3C2)c(C)o1	1.3%[50 µM]	-8.7%
CSc1nc(Cl)c(Br)c(Nc2c[nH]c(=O)[nH]c2=O)n1	-0.8%	-0.8%
COc1ccc([C@@H]2CC=C(C(=O)O)[C@H](c3ccc(C)cc3)N2S(=O)(=O)c2ccccc2C)cc1	-0.1%	7.2%
O=C(COC(=O)/C=C/c1ccc(OC(F)F)cc1)Nc1ccc2[nH]c(=O)[nH]c2c1	-1.0%	0.8%
COc1cc2c(c(OC)c1OC)-c1ccc(SC)c(=O)cc1C(NC=O)CC2 (centres undefined)	-2.9%	3.9%
COc1ccc(N(CC(=O)NCc2ccc3c(c2)OCO3)S(=O)(=O)c2ccc(O)c(C(=O)O)c2)cc1	1.0%[50 µM]	-5.9%
O=C(CSc1ccc([N+](=O)[O-])cc1)Nc1ccccc1N1CCOCC1	0.4%[50 µM]	-1.5%
CCOC(=O)c1cc2c(=O)n3cccc(C)c3nc2n(Cc2ccco2)c1=NC(=O)c1ccc(C)cc1	-3.0%	3.1%
O=C(COc1ccccc1Cl)N1CCNC1=O	2.6%[50 µM]	0.7%
O=C(NN1CCOCC1)c1ccccc1NS(=O)(=O)c1ccc(F)cc1F	-1.1%	0.8%
COc1cccc(NC(=O)CN(C)C(C)C(=O)N2CCCCC2)c1 (centres undefined)	-4.2%	0.8%
Cc1c[n+]([O-])cc(C)c1[N+](=O)[O-]	-2.5%	4.7%

(more compounds)
SMILES	K1F lysis inhibition	Dengue-2 NS5 capping	others
CC(C)N(C(=O)[C@H]1C[C@H](CC(=O)NCCC2=CCCCC2)C(=O)N2CCc3c([nH]c4ccc(Cl)cc34)[C@]12C)C(C)C	0.1%	-1.3%	Dengue-2 NS5 capping pilot replicate=-3.1
CCN1C(=O)[C@H]2[C@H]3CN=C(SCC(=O)c4ccccc4)N3[C@@](C)(C(=O)OC)[C@H]2C1=O	0.3%	-11.2%	Dengue-2 NS5 capping pilot replicate=1.5
COc1ccc(C(=O)OCC(=O)NC2CC2)cc1F	-3.7%	-0.4%
C=CC(=O)Nc1ccc(Nc2nc(NC3CCC(N(C)C)CC3)nc3c2ncn3C(C)C)cc1 (centres undefined)	2.9%	-2.8%
COc1ccccc1NC(=O)C(C)N(C)CC(=O)Nc1cccc2ccccc12 (centres undefined)	0.8%	0.4%
COc1cccc(C(=O)OCC(=O)NCC2CCCO2)c1 (centres undefined)	-1.2%	-3.9%
CN(CCc1ccccc1)C(=O)c1ccc(NC(=O)Cc2cccc(NC(=O)C3CCN(C(=O)C4CCCCC4)CC3)c2)cc1	0.3%	-4.6%
C=CCC[C@H](Cc1ccc(F)cc1)C(=O)OC[C@H](Cc1c[nH]c2ccccc12)NC(=O)[C@H](CC=C)CC(=O)NCCO	-1.9%	-3.2%
O=C1C[C@@H]2c3c(cccc3CN1Cc1ccc(Br)cc1)C[C@@H](O)[C@H]2O	0.5%	5.6%
NC(CSC1(c2cccc3ccccc23)c2ccccc2-c2ccccc21)C(=O)O (centres undefined)	-2.9%	7.7%
CC(C)[C@H](NC(=O)c1ccccc1Cl)C(=O)OCC(=O)NCc1ccc2c(c1)OCO2	-0.1%	-1.4%
COc1ccc(-c2c(-c3ccccc3)n(C)c3ccccc23)cc1	0.7%	9.5%
Cc1cccc(NS(=O)(=O)c2ccc(C)c(NS(=O)(=O)c3cccs3)c2)c1	0.5%[50 µM]	-0.7%
C[C@H](CO)N1C[C@H](C)[C@@H](CN(C)CC2CCCCC2)Oc2c(NS(=O)(=O)c3cn(C)cn3)cccc2C1=O	0.0%	1.6%

Taken from the entries so far, seven compounds:
SMILES	K1F lysis inhibition	Dengue-2 NS5 capping	others
CC(C)N(C(=O)[C@H]1C[C@H](CC(=O)NCCC2=CCCCC2)C(=O)N2CCc3c([nH]c4ccc(Cl)cc34)[C@]12C)C(C)C	0.1%	-1.3%	Dengue-2 NS5 capping pilot replicate=-3.1
CCN1C(=O)[C@H]2[C@H]3CN=C(SCC(=O)c4ccccc4)N3[C@@](C)(C(=O)OC)[C@H]2C1=O	0.3%	-11.2%	Dengue-2 NS5 capping pilot replicate=1.5
COc1ccc(C(=O)OCC(=O)NC2CC2)cc1F	-3.7%	-0.4%
C=CC(=O)Nc1ccc(Nc2nc(NC3CCC(N(C)C)CC3)nc3c2ncn3C(C)C)cc1 (centres undefined)	2.9%	-2.8%
COc1ccccc1NC(=O)C(C)N(C)CC(=O)Nc1cccc2ccccc12 (centres undefined)	0.8%	0.4%
COc1cccc(C(=O)OCC(=O)NCC2CCCO2)c1 (centres undefined)	-1.2%	-3.9%
CN(CCc1ccccc1)C(=O)c1ccc(NC(=O)Cc2cccc(NC(=O)C3CCN(C(=O)C4CCCCC4)CC3)c2)cc1	0.3%	-4.6%

High-throughput results (PubChem BioAssay)
